# Screening results as filed in PubChem BioAssay.
# CDK5 p35 inh: blocks human CDK5/p35 kinase activity. Q00535+Q15078. Recombinant CDK5/p35, ADP-Glo luminescence, 60 min. inhibition, % at 10 µM. 330,000 compounds, 0.01% hits. AID 488839;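 active = highest replicate inhibition of at least 50% and at least 75% of replicates reaching 50%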;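 also: plate controls were DMSO neutral control for no effect and GW8510 at 10 µM for full effect; many of its hits are not listed in these tables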
# HTR5A ag ctr: counter-screen for OPRM1-OPRD1 agonists: human HTR5A agonism. P47898. HTR5A agonist assay, luminescence, cell-based. activation, % at 9.3 µM. 340,000 compounds, 0.61% hits. AID 504692; in the data active = activation mostly above about 9.5%, no sharp cut-off; inactive = mostly below about 7.6%;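 also: 0% = cells with vehicle only and 100% = reference agonist; strong numbers were not always called active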
# dFosB activator: activators of mouse delta FosB homodimer; P13346; purified delta FosB, TAMRA-CDK5 oligo fluorescence polarization; percent of positive-control signal above neutral wells; activation, % at 25 µM; 340,000 compounds, 0.99% hits; AID 493131;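 active = mean activation above about 17%, with every replicate also reaching it, limit read from the data, passing the limit was not always enough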;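 also: fluorescence polarization rise as delta FosB binds a TAMRA Cdk5 AP-1 oligo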
# Target sequence (P13346 whole entry, looked up): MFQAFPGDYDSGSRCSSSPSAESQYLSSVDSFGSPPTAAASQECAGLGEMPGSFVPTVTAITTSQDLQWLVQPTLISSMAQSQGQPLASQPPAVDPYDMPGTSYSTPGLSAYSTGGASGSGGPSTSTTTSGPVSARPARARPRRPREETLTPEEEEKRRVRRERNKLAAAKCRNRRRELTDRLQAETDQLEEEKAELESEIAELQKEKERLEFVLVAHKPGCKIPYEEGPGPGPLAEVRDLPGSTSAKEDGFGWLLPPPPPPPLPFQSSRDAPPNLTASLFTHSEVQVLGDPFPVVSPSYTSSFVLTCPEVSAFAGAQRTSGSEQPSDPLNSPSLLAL
# SR-BI DiI inh: blocks mouse SR-BI lipid uptake from DiI-HDL; inhibition, % at 12.5 µM; ldlA[mSR-BI] CHO cells, DiI-HDL uptake fluorescence, 3 h; AID 488896; Q61009; 320,000 compounds, 0.96% hits;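 active = mean replicate inhibition of at least 70% and a set share of replicates each scoring 70 or more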;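 also: 0% = median of neutral control wells and 100% = median of positive control wells; values of inactives mirror those of a sister screen read the other way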
# Target sequence (Q61009 whole entry, looked up): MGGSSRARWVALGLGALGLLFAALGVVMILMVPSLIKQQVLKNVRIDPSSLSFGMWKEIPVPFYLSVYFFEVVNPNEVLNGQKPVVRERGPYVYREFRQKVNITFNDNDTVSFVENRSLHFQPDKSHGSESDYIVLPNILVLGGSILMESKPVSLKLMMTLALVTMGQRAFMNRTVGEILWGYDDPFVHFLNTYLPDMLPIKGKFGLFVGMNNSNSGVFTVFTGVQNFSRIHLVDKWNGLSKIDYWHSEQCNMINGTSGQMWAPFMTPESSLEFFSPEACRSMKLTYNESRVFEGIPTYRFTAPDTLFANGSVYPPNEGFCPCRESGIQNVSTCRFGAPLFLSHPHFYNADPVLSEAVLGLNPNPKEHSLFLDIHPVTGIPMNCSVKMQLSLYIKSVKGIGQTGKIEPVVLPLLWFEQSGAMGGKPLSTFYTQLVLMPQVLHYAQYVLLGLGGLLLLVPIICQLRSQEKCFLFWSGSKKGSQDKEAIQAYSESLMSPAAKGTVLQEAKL
# Rtt109 HAT inh: inhibitors of Candida albicans Rtt109/Vps75 histone acetyltransferase. inhibition, % at 34.9 µM. Q5AAJ8. AID 540336. purified Rtt109/Vps75, ThioGlo CoA-SH fluorescence, 4 h. 330,000 compounds, 0.16% hits;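 active = inhibition of at least 50% in every replicate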
# PvdQ acylase: P. aeruginosa PvdQ acylase inhibition. purified PvdQ acylase, fluorescence plate reader. inhibition, % at 10 µM. 340,000 compounds, 0.063% hits; in the data active = inhibition above about 30%, passing the limit was not always enough;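 also: 0% = vehicle neutral wells and 100% = reference inhibitor wells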
# cardiac RTF act: cardiac RTF calcium sensitization; activation, % at 7.2 µM; AID 493008; P19429+P45379; 340,000 compounds, 0.24% hits; IANBD-labeled TnC RTF fluorescence at EC20 calcium; 0% EC20 calcium, 100% full calcium;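 active = activation above the mean over all tested compounds plus 3 SD, cut at about 30% in these data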;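 also: rise in fluorescence read as greater calcium sensitivity of cardiac thin filaments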
# Wnt act: activates Wnt/beta-catenin signaling in a reporter cell assay | activator, plate reader | activation, % at 9.35 µM | 300,000 compounds, 1.2% hits | AID 743398; in the data active = activation above about 30%, passing the limit was not always enough;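 also: 0% = neutral control wells and 100% = positive control wells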
# SR-BI DiI-HDL act: activators of SR-BI mediated HDL lipid uptake; CHO ldlA[mSR-BI] cells, DiI-HDL uptake fluorescence, 3 h; 100 = double the neutral-control signal; activation, % at 12.5 µM; 320,000 compounds, 0.096% hits;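 active = mean replicate activation of at least 60% and every replicate at or above 60%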;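 also: 0% = median plate neutral-control signal and 100% = twice that signal; values of inactives mirror those of a sister screen read the other way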
#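 Test system: SR-BI-overexpressing, LDLR-lacking CHO cells. Measured by: DiI fluorescence, bottom read. Medium: Ham's F12 with 0.5% BSA, HEPES 25 mM, pH 7.4. Timing: 3 h uptake period with compound, 37 °C.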
# MITF TRPM1 HTS: increases MITF-driven TRPM1 promoter luciferase signal; SK-MEL-5 TRPM1-promoter luciferase, 24 h; % of positive control, neutral wells = 0; 300,000 compounds, 0.75% hits; AID 588334; activation, % at 12.5 µM;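 active = mean activation of at least 80% with every replicate also reaching 80%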;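 also: 0% = neutral control wells and 100% = parthenolide positive control wells; values of inactives mirror those of a sister screen read the other way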
# An asterisk follows results filed as active; x = not tested or not shown. Compounds as they come; overall some 4.4% were active at least once.
SMILES,CDK5 p35 inh,HTR5A ag ctr,dFosB activator,SR-BI DiI inh,Rtt109 HAT inh,PvdQ acylase,cardiac RTF act,Wnt act,SR-BI DiI-HDL act,MITF TRPM1 HTS
O=C(O)COc1ccc(NC(=O)c2cccs2)cc1,0.0,6,3,17,6,0,2,0,-17,-11
O=C(c1cc(C2CC2)on1)N1CCCC(N2CCN(c3cccc(C(F)(F)F)c3)CC2)C1 (stereo unspecified),-2.1,0,-15,30,12,-17,3,1,-30,-8
C=C1c2cccc(OC)c2O[C@H](C(=O)OCC)[C@@H]1CC(CC)CCCC (stereo partly specified),5.2,1,-4,84*,10,6,-3,-1,-84,-10
Cc1cccc(CSc2nnc(NC(=O)c3ccco3)s2)c1,-0.2,3,-11,1,4,-6,3,x,-1,-4
Cc1ccc(-n2nc3c(c2NC(=O)c2ccco2)CS(=O)C3)c(C)c1 (stereo unspecified),0.5,-3,-3,16,21,1,4,1,-16,2
CCn1c(O)c(/C=C2\C=Nc3ccccc32)sc1=Nc1ccc(C)cc1,-1.5,2,-8,63,-7,-8,2,-7,-63,-6
O=C(COc1ccc(S(=O)(=O)N2CCOCC2)cc1Cl)NCc1ccco1,-0.2,3,-7,x,5,8,1,1,x,x
CC1Cc2ccccc2N1C(=O)c1cnc2n(c1=O)CCS2 (stereo unspecified),0.5,4,-9,-5,-1,5,1,-2,5,4
CC(C)Oc1ccc(C(=O)/C=C2/C(=O)Nc3ccccc32)cc1,-1.5,8,-6,-2,-16,-10,-1,13,2,6
Cc1ccc(SCC(=O)NC(=O)Nc2ccc3c(c2)OCCO3)c(C)c1,0.9,1,0,-27,-11,-9,1,-4,27,0
O=c1[nH]c2ccccc2cc1CN(Cc1ccco1)S(=O)(=O)c1ccccc1,-0.3,-3,-7,-16,-1,-1,-7,-3,16,-6
O=C(CN1C(=O)C2(OCCO2)c2cc(Br)ccc21)NO,-0.9,-7,3,-26,-6,-21,2,8,26,-17
CC(=O)Nc1c(O)c2cccc3c2n(c1=O)CCC3,0.5,6,-1,-31,-1,6,0,3,31,-14
CCOC(=O)C1=C(CNC(C)(C)CC(C)(C)C)NC(=O)NC1c1cccc([N+](=O)[O-])c1 (stereo unspecified),0.5,5,-27,x,11,-16,1,-1,x,4
Cn1c(SCC(=O)Nc2ccc3c(c2)oc2ccccc23)nnc1-c1ccccc1,-1.8,9,12,x,-3,-7,1,x,x,16
CC(=O)Nc1cc(-c2nn(C)c(=O)c3ccccc23)ccc1N1CCCCC1,0.9,1,-2,-6,-10,14,2,-3,6,-6
CC(C)c1ccccc1,-0.5,4,1,-9,-6,-12,-3,2,9,-5
Cc1cc(NC(=O)CSc2nc3ccccc3n2CCC#N)no1,2.5,-1,1,-9,11,3,-3,-1,9,-11
CCN(CC)c1ccc(/C=C(/C#N)c2nc3ccccc3[nH]2)c(OC(C)C)c1,1.1,-4,-15,94*,-6,7,148*,x,-94,32
O=C(CSc1nc2cc3c(cc2c(=O)n1CCC1=CCCCC1)OCO3)NCc1ccco1,0.5,0,4,-22,-8,-4,-3,x,22,x
CCCS(=O)(=O)N1CCCC(C(=O)NCCCOCC)C1 (stereo unspecified),-0.9,4,0,-3,8,7,-4,x,3,-4
CC(C)[C@H](NC(N)=O)C(=O)NCCc1ccc(Cl)cc1,-0.9,-1,5,-16,8,2,5,-2,16,7
CCOC(=O)Nc1cc(C)ccc1OC,0.1,3,-7,7,0,-4,3,x,-7,x
CC(C)CCNC(=O)c1ccc2c(SCC(=O)O)c3c(nc2c1)CCC3,-6.7,3,-5,27,-2,-7,18,12,-27,-12
CC1CCN(C(=O)c2ccc(COc3ccccc3Cl)o2)CC1,-1.4,7,6,16,1,-10,-2,x,-16,5
Cc1ccc(S(=O)(=O)N(C)CC(=O)OCc2nnc(-c3ccccc3)o2)cc1,0.9,-3,-3,-16,-10,-1,-2,x,16,-3
O=C(c1ccc(Cl)cc1)C1CCCN(Cc2cccn2-c2cccnc2)C1 (stereo unspecified),0.4,2,5,6,x,4,2,-2,-6,-6
COc1ccc2c(c1)c(=O)c(C(=O)O)c(-c1ccc3c(c1)OCO3)n2C,0.0,0,3,-32,-8,-3,-1,0,32,-7
CC(Oc1cccc(Cl)c1)C(=O)NCCCCc1ccccc1 (stereo unspecified),0.3,0,-8,2,-34,-11,3,-12,-2,-4
Cc1ccc(/C=C/C(=O)O)cc1S(=O)(=O)NCCCO,-1.8,1,-1,-13,-7,-29,4,x,13,-1
O=C(CN1C2CCC1CC(NC(=O)Nc1ccccc1)C2)NCc1ccco1 (stereo unspecified),-0.2,5,0,1,6,5,1,x,-1,x
O=C(Nc1ccccc1Br)c1cc[n+]([O-])cc1,0.4,-5,-4,x,-3,-11,-1,1,x,2
CC(C)OP(=O)(OC(C)C)C(C)NC(=O)Cc1ccccc1 (stereo unspecified),-1.5,1,-3,-33,4,-15,2,0,33,-12
CCCCCCNC(=O)CCCCCNS(=O)(=O)c1ccc(Br)cc1,-1.5,-10,-11,12,2,-10,4,-3,-12,7
COc1ccc(S(=O)(=O)n2ccc(-c3ccc(OCCN(C)c4ccccn4)cc3)n2)cc1,0.2,2,2,-10,-3,-2,-2,-8,10,x
COc1ccccc1-n1cc(CN2CCN(C3CCCCC3)C(CCO)C2)cn1 (stereo unspecified),-1.4,1,3,0,-11,1,-5,0,1,-10
COc1cccc(NC(=O)n2nc(N)cc2-c2ccc(Cl)cc2)c1,-1.5,3,-1,-10,-2,-15,1,-3,10,x
CNC(=S)N1CCc2cc(OC)c(OC)cc2C1,5.2,-5,-6,-1,-4,6,0,1,1,x
Cc1nnsc1NC(=O)OCc1ccc(C(F)(F)F)cc1,2.0,-1,13,-8,-6,-12,2,x,8,3
CCN1C(=O)C(CC(=O)Nc2ccc(OC)cc2)N(CCN2CCOCC2)C1=S (stereo unspecified),-0.1,0,-2,-8,-2,-2,3,2,8,-8
CC1(C)CC(=O)C(C(=O)/C=C/NCCc2ccccc2)C(=O)C1,0.0,6,-1,-3,-7,7,-4,x,3,-35
COc1ccc(CNC(=O)c2cc3ccccc3o2)cc1OC,-1.1,3,5,-10,3,-2,3,0,10,4
COc1cc(/C=C2\SC(=S)N(CCC(=O)NC3CCCC3)C2=O)cc(OC)c1OC,-0.9,-2,0,1,-24,-8,1,0,-1,-26
COc1ccc(CCNC(=O)COc2cc(C)cc3oc(=O)cc(C)c23)cc1OC,2.0,2,-8,-1,3,-24,-1,-1,1,-3
O=C(NNC(=S)Nc1ccccc1)c1ccco1,5.8,2,-10,-12,-3,-19,2,x,12,8
COc1cc(F)ccc1S(=O)(=O)n1c(C)nc2ccccc21,-0.8,-1,-3,-28,-2,-2,-3,-1,28,x
Cc1ccc(S(=O)(=O)N2CCN(C(=O)N3CCOCC3)C2C(C)C)cc1 (stereo unspecified),-3.3,-3,1,-11,-3,-10,0,x,11,x
Cc1cc(C)n(Cc2ccc(Cl)nc2)n1,0.8,2,-3,-7,-3,-8,3,1,7,3
Cc1nc(N2CCCCC2)c(C#N)c(C)c1[N+](=O)[O-],0.9,3,0,1,27,0,4,0,-1,0
CS(=O)(=O)N(CC(=O)NCc1ccco1)c1ccccc1Cl,-0.1,6,0,-26,-5,8,0,x,26,x
Cn1c([N+](=O)[O-])cnc1COC(N)=O,-1.0,5,6,-13,-1,-5,3,-5,34,12
O=c1cc(N2CCCCC2)nc2n1CCCS2,-1.5,2,0,-19,13,1,6,x,19,-2
O=C(O)CN1C(=O)C(=O)N(Cc2ccc(Cl)cc2Cl)C1=O,-1.0,-3,6,10,-1,-11,0,0,-10,-4
CCc1ccc(NC(=O)CO/N=C(\C)c2cc3ccccc3o2)cc1,0.4,-2,-13,-21,-1,-11,-1,-8,21,15
O=C(Nc1cc2c(cc1Cl)OCCCO2)c1ccccc1,-0.5,6,-4,51,-6,-10,3,11,-51,60
CCOC(=O)c1ccc(NC(=S)NNC(C)(C)C)cc1,0.6,x,-7,-6,0,-7,x,4,6,x
CCOC(=O)CSc1ccc(C(=O)N2CCN(C)CC2)cc1[N+](=O)[O-],-0.1,1,7,-28,-4,-13,-1,0,28,9
COc1ccc(CN(CC2CCC(C(=O)O)CC2)C(=S)Nc2cc(Cl)ccc2OC)cc1 (stereo unspecified),-1.4,0,3,-10,0,6,-2,5,10,8
Cn1ccsc1=NC(=O)c1ccccc1F,0.6,2,-4,-10,x,-4,-1,x,10,18

# A portion from the list above, for reference:
SMILES,CDK5 p35 inh,HTR5A ag ctr,dFosB activator,SR-BI DiI inh,Rtt109 HAT inh,PvdQ acylase,cardiac RTF act,Wnt act,SR-BI DiI-HDL act,MITF TRPM1 HTS
Cc1nc(N2CCCCC2)c(C#N)c(C)c1[N+](=O)[O-],0.9,3,0,1,27,0,4,0,-1,0
CS(=O)(=O)N(CC(=O)NCc1ccco1)c1ccccc1Cl,-0.1,6,0,-26,-5,8,0,x,26,x
Cn1c([N+](=O)[O-])cnc1COC(N)=O,-1.0,5,6,-13,-1,-5,3,-5,34,12
O=c1cc(N2CCCCC2)nc2n1CCCS2,-1.5,2,0,-19,13,1,6,x,19,-2
O=C(O)CN1C(=O)C(=O)N(Cc2ccc(Cl)cc2Cl)C1=O,-1.0,-3,6,10,-1,-11,0,0,-10,-4
CCc1ccc(NC(=O)CO/N=C(\C)c2cc3ccccc3o2)cc1,0.4,-2,-13,-21,-1,-11,-1,-8,21,15
O=C(Nc1cc2c(cc1Cl)OCCCO2)c1ccccc1,-0.5,6,-4,51,-6,-10,3,11,-51,60
CCOC(=O)c1ccc(NC(=S)NNC(C)(C)C)cc1,0.6,x,-7,-6,0,-7,x,4,6,x
CCOC(=O)CSc1ccc(C(=O)N2CCN(C)CC2)cc1[N+](=O)[O-],-0.1,1,7,-28,-4,-13,-1,0,28,9
COc1ccc(CN(CC2CCC(C(=O)O)CC2)C(=S)Nc2cc(Cl)ccc2OC)cc1 (stereo unspecified),-1.4,0,3,-10,0,6,-2,5,10,8
Cn1ccsc1=NC(=O)c1ccccc1F,0.6,2,-4,-10,x,-4,-1,x,10,18
